Caspase-1 inhib: caspase-1 (human) inhibition, allosteric or competitive; Caspase-1 enzyme, Ac-WEHD-AFC fluorogenic rate; Potency, µM (doses to about 57.5 µM), for the others: top-dose activity change, negative = inhibition, hits mostly inhibitors; 0.03% of 75,000 active;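 note: potency is the fitted concentration of half-maximal effect; plate controls were vehicle for no effect and no substrate for full effect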
Target sequence (P29466 120-297 limits assumed): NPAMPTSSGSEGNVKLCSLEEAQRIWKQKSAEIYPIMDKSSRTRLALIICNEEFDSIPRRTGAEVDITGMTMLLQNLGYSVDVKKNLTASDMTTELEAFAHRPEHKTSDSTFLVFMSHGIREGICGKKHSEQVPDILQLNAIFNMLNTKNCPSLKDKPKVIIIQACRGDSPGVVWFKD
Target sequence (P29466 317-404 limits assumed): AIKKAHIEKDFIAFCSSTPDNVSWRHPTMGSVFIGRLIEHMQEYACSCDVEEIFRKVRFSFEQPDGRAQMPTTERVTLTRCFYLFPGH
HEK293 cAMP ctrl: raises cAMP in parental HEK293 cells, TSHR agonist counter-screen; AID 938; parental HEK293 CNG cAMP sensor, membrane potential fluorescence; Potency, µM (doses to about 57.1 µM), inactives show at the top dose activation, usual class: activators; 2.5% of 73,000 active; note: potency is the fitted concentration of half-maximal effect; % of control where 0% means no effect; nearly all actives have a fitted effect of over 55% in size
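Parental HEK 293 cells stably expressing a modified CNG channel (no TSHR) report cAMP rise as membrane depolarization. Membrane potential dye with 100 uM RO 20-1724 was loaded for 60 min at room temperature, then compound added for 30 min; fluorescence read at 590 nm.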
TexasRed autofl: compound fluoresces in the Texas Red spectral region. AID 587. max dye-equivalent concentration, M. 0.06% of 59,000 active. Compound fluorescence, Texas Red channel, 547/618 nm; stronger effect = higher value; in the data active = max dye-equivalent concentration above about 10 nM; inconclusive = between about 1.1 nM and that limit
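Compound fluorescence was read after 15 min at room temperature in 100 mM Tris, pH 8.0, using 547 nm excitation and 618 nm emission across a concentration series. It was expressed as Texas Red dye-equivalent concentration from an on-plate standard curve.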
FLuc inh: blocks Photinus pyralis firefly luciferase activity; P08659; purified firefly luciferase, luminescence, 8 min; Potency, µM (highest dose often 57.1 µM), for inactives: at the highest dose activity change, negative = inhibition, actives largely listed as inhibitors; 2.2% of 72,000 active; AID 411; note: potency is the fitted concentration of half-maximal effect; % is set by controls: 0 for no effect and ±100 for the full control effect; nearly all actives have a fitted effect of over 40% in size
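Titration-based qHTS; buffer 50 mM imidazole pH 7.2, 50 mM KCl, 7 mM MgCl2, 10 uM ATP, 0.01% Tween 20, 0.05% BSA; luciferase/luciferin detector mix added after compound; 8 min, ambient; luminescence.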
Rhodamine autofl: compound fluoresces in the rhodamine spectral region; Rhodamine-region fluorescence, 547/598 nm, Tris buffer; stronger effect = higher value; 0.05% of 59,000 active; max dye-equivalent concentration, M; in the data active = max dye-equivalent concentration above about 11 nM; inconclusive = between about 1.1 nM and that limit
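Intensities are converted to rhodamine-equivalent concentration using a six-point rhodamine standard on each plate. Compounds sit 15 min at room temperature in 100 mM Tris buffer, pH 8.0; read uses the 547/598 nm excitation/emission pair.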
Fluorescein fluor: compound fluoresces in the fluorescein spectral region; Compound autofluorescence, 480/540 nm, fluorescein-equivalent; stronger effect = higher value; max fluorescein-equivalent concentration, M; 0.91% of 59,000 active; in the data active = max fluorescein-equivalent concentration above about 10 nM; inconclusive = between about 1.1 nM and that limit
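Autofluorescence profiling; 100 mM Tris, pH 8.0; incubation 15 min at RT; ex/em 480/540 nm; result as fluorescein-equivalent concentration.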
USP2a inh: blocks human ubiquitin-specific protease USP2a; O75604; Potency, µM (doses to about 38.3 µM), without a hit: at the highest dose activity change, negative = inhibition, usual class: inhibitors; 0.1% of 60,000 active; USP2a enzymatic assay, qHTS inhibition;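 note: potency is the fitted concentration of half-maximal effect; nearly all actives have a fitted effect of over 60% in size; plate controls were DMSO for no effect and NEM full inhibition control for full effect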
Target sequence (O75604 whole entry, looked up): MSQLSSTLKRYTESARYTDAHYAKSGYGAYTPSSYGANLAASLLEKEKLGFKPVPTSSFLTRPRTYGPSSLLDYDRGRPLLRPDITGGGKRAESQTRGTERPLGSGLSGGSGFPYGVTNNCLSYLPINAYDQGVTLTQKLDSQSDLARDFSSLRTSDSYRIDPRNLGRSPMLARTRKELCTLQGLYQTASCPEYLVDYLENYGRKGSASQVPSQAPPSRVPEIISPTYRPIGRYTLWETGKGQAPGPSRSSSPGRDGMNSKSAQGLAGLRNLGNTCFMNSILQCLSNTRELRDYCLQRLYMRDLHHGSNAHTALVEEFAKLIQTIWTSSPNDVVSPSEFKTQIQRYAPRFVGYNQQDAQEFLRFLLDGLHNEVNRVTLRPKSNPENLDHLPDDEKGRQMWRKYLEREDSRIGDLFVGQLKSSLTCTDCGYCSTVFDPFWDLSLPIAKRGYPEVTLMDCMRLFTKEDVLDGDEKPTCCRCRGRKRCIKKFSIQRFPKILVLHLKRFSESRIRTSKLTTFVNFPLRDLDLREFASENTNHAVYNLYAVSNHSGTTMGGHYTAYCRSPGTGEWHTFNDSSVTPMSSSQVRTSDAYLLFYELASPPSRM
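Coupled readout: USP2-cleaved Ub-PLA2 (20nM final) turns over NBD C6-HPC (20uM final), Ex 460nm/Em 535nm after 2.5 h, time-zero read flagging artifacts. Enzyme (20nM final, pH 8.0 Tris) given 30 min RT with compound first; NEM defines full inhibition.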
Caspase-7 inhib: allosteric or competitive inhibitors of human caspase-7. P55210. recombinant caspase-7, Ac-DEVD-AFC fluorescence rate. Potency, µM (doses to about 57.5 µM), inactives show at the top dose activity change, negative = inhibition, usual class: inhibitors. 0.02% of 75,000 active. AID 889; active = well fitted inhibition curve with a large enough effect in the main read-out, with a control signal flat, not every such curve was filed as active; inconclusive = small, poorly fitted or top-dose-only effect, or a change in a side signal; note: potency is the fitted concentration of half-maximal effect; % of control where 0% means no effect
HADH2 inhib: blocks human hydroxyacyl-CoA dehydrogenase type II. Q99714. recombinant HADH2, NADH fluorescence, beta-hydroxybutyryl-CoA. Potency, µM (doses to about 57.1 µM), without a hit: at the top dose activity change, negative = inhibition, most hits filed as inhibitors. 3.4% of 73,000 active; note: potency is the fitted concentration of half-maximal effect; % is set by controls: 0 for no effect and ±100 for the full control effect; nearly all actives have a fitted effect of over 60% in size; many of its hits are not listed in these tables
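Read-out: 360 nm excitation, 450 nm emission, kinetic over 4 min. Conditions: His-tagged human HADH2 20 nM, pH 9.0 Tris with Tween-20, 1 mM NAD+, 90 uM beta-hydroxybutyryl-CoA.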
Tau filament bind: tau filament binding. P10636. recombinant tau filaments, thioflavin S fluorescence, 15 h; filaments grown with octadecylsulfate alongside compound. Potency, µM (top dose mostly 57.1 µM), without a hit: at the highest dose activity change, negative = inhibition. 2% of 71,000 active. AID 596;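 note: potency is the fitted concentration of half-maximal effect; % is set by controls: 0 for no effect and ±100 for the full control effect; actives lower thioflavin S fluorescence by blocking filaments or displacing dye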
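Tau 2 uM in ThS buffer dispensed; compound added; 60 uM ODS added (finals 1 uM tau, 30 uM ODS); 15 h 37 C; fluor ex450/em510.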
ERK AVP inh: inhibitors of vasopressin-stimulated ERK signaling pathway. HEK293-V1b, vasopressin-stimulated pERK AlphaScreen. Potency, µM (series often up to 57.5 µM), for inactives: top-dose activity, negative = inhibition, hits mostly inhibitors. 0.99% of 72,000 active. AID 995; note: potency is the fitted concentration of half-maximal effect; % is set by controls: 0 for no effect and ±100 for the full control effect; nearly all actives have a fitted effect of over 55% in size
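qHTS, compounds titrated on V1b-expressing HEK293 cells. Preincubation 30 min at 37C, vasopressin 25 nM for 5 min, lysis 10 min, bead incubation 5 hr at room temperature.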
* marks the source's active call; other numbers are inactive results; i = inactive; ? = inconclusive; / = not tested or not shown; & = joins results of further samples; [ ] = remark or other dose. Unless noted, calls come from the whole dose curve; as a rule, active = well fitted curve in the direction sought with a large enough effect; inconclusive = small, poorly fitted or top-dose-only effect, or another doubt; inactive = no such curve, though single readings can be large; an effect the other way counts as inactive or inconclusive.

SMILES	Caspase-1 inhib	HEK293 cAMP ctrl	TexasRed autofl	FLuc inh	Rhodamine autofl	Fluorescein fluor	USP2a inh	Caspase-7 inhib	HADH2 inhib	Tau filament bind	ERK AVP inh
O=C(COC(=O)Cc1ccc(S(=O)(=O)N2CCOCC2)s1)NCc1ccccc1	-2%	-1%	i	2%	i	?	25%	-5%	6%	-4%	-10%
CCOC(=O)c1sc(C)c(C(N)=O)c1NC1=NCCCCC1	-1%	9%	i	-3%	i	?	2%	0%	19%	8%	1%
Cc1ccc(C2/C(=C(/O)c3ccc(Cl)cc3)C(=O)C(=O)N2CC2CCCO2)o1 (configuration not stated)	-1%	-6%	/	-1%	/	/	4%	0%	-13%	10%	-29%
C[C@@H](NCc1cc(Br)cc2[nH]c(=O)c(=O)[nH]c12)P(=O)(O)O	-1%	3%	/	1%	/	/	/	1%	7%	?	11%
COc1cc(C2NC(C(=O)O)CS2)ccc1OCc1ccccc1C#N (configuration not stated)	0%	13%	i	-30%	i	i	-11%	1%	2%	2%	-15%
O=C(NCCN1CCOCC1)c1ccc2c(c1)ncn2C1CCCCC1	1%	5%	i	-1%	i	i	10%	1%	1%	-15%	1%
O=C(CN1C(=O)c2ccccc2S1(=O)=O)N1CCOCC1	1%	?	i	-2%	i	i	5%	1%	0%	6%	8%
O=c1c2c3c(sc2nc2n1CCCCC2)CCCC3	0%	0%	/	-11%	/	/	4%	-1%	10µM*	3%	4%
Cc1cc(C)n(C(=O)CNC(=O)Cc2ccccc2)n1	0%	1%	i	1%	i	i	0%	1%	-10%	-1%	-16%
CCCCCCOC(=O)C(C#N)c1nc2ccccc2nc1N1CCN(CC)CC1 (configuration not stated)	-12%	-60%[inhibitor]	i	3%	i	?	49%[activator]	-13%	-11%	1µM*	-2%
c1ccc([C@H](c2cccc3c2ccc2ccccc23)[C@H](c2ccccc2)c2cccc3c2ccc2ccccc23)cc1	1%[11.5 µM]	-2%[11.4 µM]	i	2%[11.4 µM]	i	?	/	-2%[11.5 µM]	9%[11.4 µM]	40%[11.4 µM]	-2%[11.5 µM]
COc1ccc(NC(=O)Nc2nnc(C(C)C)s2)cc1	0%	6%	i	-16%	i	?	4%	-1%	11%	4%	-6%
Cn1c(C(=O)N(Cc2ccccc2)Cc2cccs2)cc2sccc21	-2%	16µM*	i	4%	i	i	-5%	-1%	11%	4%	-16%
Nc1c(C(=O)NC2CCCC2)c2nc3ccccc3nc2n1/N=C/c1cccnc1	-14%	?	i	-3%	i	?	25%	-16%	3%	56%	-13%
O=C(CC(C(=O)O)N1CCOCC1)Nc1ccc(Cl)cc1 (configuration not stated)	0%	7%	i	7%	i	i	-4%	0%	-7%	-5%	-18%
CN(C)c1ncc2nc(CCc3ccccc3)c(=O)n(CCc3ccccc3)c2n1	-10%	?	i	1%[11.4 µM]	i	i	15%	-20%	-4%	-2%	56%[activator]
CCOCCOc1nc2c(c(=O)n(C)c(=O)n2C)n1Cc1ccc(C)cc1	1%	-5%	/	-1%	/	/	/	0%	2%	19%	-26%
CCOC(=O)C1CCN(c2c(NCc3ccc(C(=O)NC(C)CC)cc3)c(=O)c2=O)CC1 (configuration not stated)	1%	4%	i	2%	i	?	5%	-1%	2%	-15%	21%
O=C(Cn1ncc2c(=O)oc3ccccc3c21)N1CCc2ccccc2C1	-3%	15%	/	-1%	/	/	/	-1%	4%	16%	1%
Cc1onc(-c2ccccc2Cl)c1C(=O)Nc1ccc(F)c(F)c1	-1%	10%	i	1%	i	?	0%	1%	3%	-11%	-10%
CCc1nc(SCC(=O)Nc2cc(C)on2)c2c(=O)n(C)c(=O)n(C)c2n1	-3%	-8%	/	2%	/	/	/	1%	-2%	-3%	/
FC(F)(F)c1cc(CO[C@@H]2CCCN[C@H]2c2ccccc2)cc(C(F)(F)F)c1	2%	22%	?	-1%	i	i	8%	0%	?	-12%	-21%
COc1ccc(N2CCN(C(=O)CSc3nc4c(c(=O)n(C)c(=O)n4C)n3C(C)C)CC2)cc1	-1%	16%	i	1%	i	i	/	2%	1%	-9%	-20%
CCCn1nc(C(=O)NCCc2ccc(S(N)(=O)=O)cc2)c2ccccc2c1=O	2%	5%	i	1%	i	?	3%	4%	36%[activator]	-11%	24%
COc1ccc(NC(=O)CN2CCN(c3ccc(Cl)cc3)CC2)c(OC)c1	-2%	?	i	5%	i	i	13µM*	2%	-1%	6%	-10%
SMILES	Caspase-1 inhib	HEK293 cAMP ctrl	TexasRed autofl	FLuc inh	Rhodamine autofl	Fluorescein fluor	USP2a inh	Caspase-7 inhib	HADH2 inhib	Tau filament bind	ERK AVP inh
C=Cc1c(C)c2cc3nc(cc4[nH]c(cc5nc(cc1[nH]2)C(C)=C5CCC(=O)O)c(CCC(=O)OC)c4C)[C@@]1(C)C3=CC=C(C(=O)OC)[C@H]1C(=O)OC (tested in a mixture with another compound)	-5%[25.7 µM]	-19%[25.6 µM]	i	-4%[25.5 µM]	i	?	67%[activator][17.1 µM]	-4%[25.7 µM]	-29%[25.6 µM]	1.6µM*	/
Cc1ccc2oc(=O)c3cnn(CC(=O)N(CCCN4CCOCC4)Cc4ccco4)c3c2c1	1%	2%	/	1%	/	/	/	-3%	5%	18%	-17%
N#C/C(=C\N1CCNC1=S)C(=O)c1ccc2ccccc2c1	-2%[11.5 µM]	15%[11.4 µM]	i	1%[11.4 µM]	i	?	/	-5%[11.5 µM]	-3%[11.4 µM]	-27%[11.4 µM]	-3%[11.5 µM]
COc1ccc(C(=O)N2CCN=C2c2ccccc2)cc1OC	0%	3%	/	0%	/	/	0%	-1%	10%	12%	-16%
C=CCSc1nc2ccccc2n1Cc1nnc(-c2cccs2)o1	-6%	?	i	-14%	i	i	21%	-1%	-21%	-8%	?
CN1C(=O)c2ccccc2C(C(=O)NCc2ccco2)C1c1c[nH]c2ccccc12 (configuration not stated)	-2%	3%	i	0%	i	i	25%	0%	-3%	-5%	?
CCCC(=O)Nc1ccc(NC(=O)c2cccc(OC)c2)nc1	0%	-11%	?	?	i	i	-1%	-1%	-3%	6%	-15%
Cc1cc(NC(=O)CSCc2nc(-c3cccc(Cl)c3)oc2C)no1	-2%	?	/	2%	/	/	/	-1%	-2%	32%	?
CCC(C)NC(=O)Cn1c(=O)n(CCCCC(=O)NCc2ccco2)c(=O)c2ccccc21 (configuration not stated)	1%	29%	i	0%	i	i	4%	1%	-24%	4%	-7%
CN(C)C(CNC(=O)c1cccnc1Sc1ccccc1)c1ccco1 (configuration not stated)	-3%	19%	i	-2%	i	?	-3%	-2%	2%	-1%	15%
CCOCCCn1c(=N)c(C(=O)NCc2ccc3c(c2)OCO3)cc2c(=O)n3ccccc3nc21	?	-122%[inhibitor]	?	5%	i	?	17%	-20%	-18%	5µM*	?
COC(=O)CSc1nc2nc(C)cc(C)n2n1	-1%	-1%	/	1%	/	/	/	1%	2%	-3%	/
C/C(CCN1CCc2nc(-c3ccccc3)c(-c3ccccc3)cc2C1)=N\O[C@@H](C)c1cn([C@H](CO)Cc2ccccc2)nn1	-4%&0%[11.5 µM]	1%&-2%[11.4 µM]	/	0%&1%[11.4 µM]	/	/	/	-1%&1%[11.5 µM]	17%&2%[11.4 µM]	/	-4%&7%[11.5 µM]
c1ccc2c(c1)nnn2-c1ncnc2sc3c(c12)CCCC3	-2%	?	i	1%	i	?	2%	-3%	-8%	-5%	53%[activator]
Cc1cc(C(C)c2ccccc2)c(O)c(CN2CCOCC2)c1C (configuration not stated)	0%	17%	i	-1%	i	i	-4%	-1%	9%	-4%	-17%
O=C(COc1cccc2cccnc12)N1CCc2ccccc2C1	-1%	18%	i	2%	i	i	2%	0%	1%	21%	-3%
c1ccc(COc2ccc(OCCCn3cncn3)cc2)cc1	-1%	-4%	i	20µM*	i	i	1%	-1%	8%	0%	-23%
Cc1ccccc1-n1c(SCC(=O)c2cc(C)n(C)c2C)nnc1-c1ccncc1	-10%	18%	i	3%	i	i	24%	-13%	-4%	24%	-26%
O=C(O)c1cccc(OCc2ccccc2Cl)c1	1%	7%	i	0%	i	i	5%	-1%	-1%	-4%	-8%
O=C(Nc1ncc(Cc2ccccc2)s1)C1CCCO1 (configuration not stated)	-1%	8%	/	10µM*	/	/	/	-1%	5%	-10%	/
CCC(C)(C)n1nnnc1C(c1cc2ccc(C)cc2[nH]c1=O)N(Cc1cccnc1)Cc1ccco1 (configuration not stated)	-11%	14%	i	2%	i	i	42%[activator]	-11%	-12%	-2%	20%

Random excerpt: two entries already listed.
SMILES	Caspase-1 inhib	HEK293 cAMP ctrl	TexasRed autofl	FLuc inh	Rhodamine autofl	Fluorescein fluor	USP2a inh	Caspase-7 inhib	HADH2 inhib	Tau filament bind	ERK AVP inh
C=CCSc1nc2ccccc2n1Cc1nnc(-c2cccs2)o1	-6%	?	i	-14%	i	i	21%	-1%	-21%	-8%	?
CN(C)C(CNC(=O)c1cccnc1Sc1ccccc1)c1ccco1 (configuration not stated)	-3%	19%	i	-2%	i	?	-3%	-2%	2%	-1%	15%

Screens (PubChem)

An excerpt; the hit share may differ from the screen's.
